HTT cytoprotect: cytoprotection in Huntington HTT-Q103 PC12 cell model; PC12 HTT-Q103 induced, cytoprotection, ATP luminescence, 40 h; Potency, µM (highest dose often 56.4 µM), without a hit: cytoprotection (ATP increase), usual class: activators; 0.14% of 230,000 active;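 note: % of control where 0% means no effect; nearly all actives have a fitted effect of over 45% in size; toxic huntingtin expression switched on by the ecdysone agonist tebufenozide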
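Cells were plated at 1500 per well in phenol red-free DMEM with 5% equine and 5% calf serum. Tebufenozide (100 nM final) and compounds were added, then ATPlite reagent, and luminescence was read.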
GAA spleen mod: inhibitors or activators of human alpha-glucosidase in spleen homogenate; AID 2112; 0.006% of 240,000 active; human spleen homogenate, 4-MU-alpha-glucoside fluorescence; Potency, µM (doses to about 79.9 µM), for inactives: top-dose activity change, negative = inhibition, actives largely listed as inhibitors; P10253;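 note: 0% = enzyme with vehicle and -100% = no enzyme basal signal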
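AC50 values come from Hill-equation fits of concentration-response data, normalized to no-enzyme and full-activity controls. Enzyme source: 1 ug human spleen homogenate; 1 mM fluorogenic 4-MU glucoside, pH 5.0 citrate buffer, 37 C, 40 min.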
RGS12 GoLoco inh: RGS12 GoLoco-Gai1 interaction inhibition; P63096; Gai1:RGS12 GoLoco peptide FP, rhodamine, 10 min; Potency, µM (highest dose often 61.6 µM), for the others: top-dose activity, negative = inhibition, most hits filed as inhibitors; 0.44% of 230,000 active; AID 880; active = well fitted inhibition curve with a large enough effect, not every such curve was filed as active; inactive = no such curve, though single readings can be large or run the other way; note: % is set by controls: 0 for no effect and ±100 for the full control effect; nearly all actives have a fitted effect of over 30% in size; many of its hits are not listed in these tables
Target sequence (P63096 whole entry, looked up): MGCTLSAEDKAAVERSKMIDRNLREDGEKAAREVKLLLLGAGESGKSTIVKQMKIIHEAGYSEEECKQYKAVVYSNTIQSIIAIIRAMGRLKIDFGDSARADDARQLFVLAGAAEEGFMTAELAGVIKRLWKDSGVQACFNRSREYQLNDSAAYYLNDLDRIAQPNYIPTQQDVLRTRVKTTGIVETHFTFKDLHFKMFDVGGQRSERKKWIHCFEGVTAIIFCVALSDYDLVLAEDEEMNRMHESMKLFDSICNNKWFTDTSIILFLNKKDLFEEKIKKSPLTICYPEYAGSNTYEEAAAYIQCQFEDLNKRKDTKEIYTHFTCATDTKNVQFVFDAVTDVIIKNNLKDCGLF
GAA glycogen: alters human alpha-glucosidase cleavage of glycogen; recombinant GAA, glycogen substrate, Amplex Red glucose oxidase fluorescence; P10253; AID 2100; Potency, µM (top dose mostly 76.4 µM), for the others: at the top dose activity change, negative = inhibition, most hits filed as inhibitors; 0.38% of 300,000 active;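 note: 0% = full enzyme reaction and -100% = no-enzyme basal signal; the screen sought inhibitors and activators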
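Natural-substrate format: glycogen cleavage by 4 nM human enzyme, glucose read by Amplex Red coupling (Ex 573, Em 610 nm). Normalized to enzyme and no-enzyme controls.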
GAA inh: alpha-glucosidase (human) inhibition | purified human GAA, 4-MU-alpha-glucoside fluorescence | 0.005% of 200,000 active | Potency, µM (titrated, usually from 76.9 µM), for inactives: at the top dose activity change, negative = inhibition, actives largely listed as inhibitors | P10253;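 note: plate controls were uninhibited enzyme wells for no effect and no-enzyme background for full effect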
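Human alpha-glucosidase, 4 nM, pre-mixed with test compounds before 400 uM 4-methylumbelliferyl substrate; 20 min room temperature at pH 5.0. Fluorescence read after pH 10 stop; AC50 values from Hill-equation fits.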
IMPase Li inh: membrane-permeable IMPase blocker, potentiated with lithium; CHO-M1 cells, IP1 TR-FRET (IP-One), carbachol + lithium; Potency, µM (series often up to 59.4 µM), for inactives: at the top dose activity, negative = IMPase inhibition, usual class: inhibitors; 0.35% of 210,000 active; AID 1457;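 note: IP1 builds up when IMPase is blocked and the TR-FRET signal falls; plate controls were basal vehicle for no effect and high inhibitor control for full effect; nearly all actives have a fitted effect of over 50% in size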
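Lithium-sensitised IP1 accumulation assay; M1-expressing CHO cells treated 30 min at 37C with compound. Competitive antibody detection by time-resolved FRET followed a 10 min room-temperature lysis step.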
HttQ103 aggreg: inhibitors of mutant huntingtin aggregate formation in PC12 cells | Potency, µM (top dose mostly 46.1 µM), for inactives: top-dose activity change, negative = inhibition, most hits filed as inhibitors | AID 1688 | 1.1% of 220,000 active | PC12 HttQ103-GFP aggregates, Acumen cytometry, 40 h; note: % is set by controls: 0 for no effect and ±100 for the full control effect; nearly all actives have a fitted effect of over 60% in size
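Ecdysone-promoter PC12 model expressing HTT exon 1 Q103 fused to GFP, induced by tebufenozide at 100 nM final. Compounds titrated; aggregates sized 1–25 µm scored on a 488 nm laser cytometer.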
Starred values were filed as active, the others as inactive; ? = inconclusive; / = no result given; & = joins results of further samples; [ ] = remark or other dose. Unless noted, calls come from the whole dose curve; as a rule, active = well fitted curve in the direction sought with a large enough effect; inconclusive = small, poorly fitted or top-dose-only effect, or another doubt; inactive = no such curve, though single readings can be large; an effect the other way counts as inactive or inconclusive. Potency is the fitted concentration of half-maximal effect. An excerpt, so the mix of outcomes need not match the whole.

Preview (2 entries):
SMILES	HTT cytoprotect	GAA spleen mod	RGS12 GoLoco inh	GAA glycogen	GAA inh	IMPase Li inh	HttQ103 aggreg
COc1nc(NC23CC4CC(CC(C4)C2)C3)nc(OC)n1	-12%	-4%	5%	7%	-5%	-3%[38.3 µM]	-11%
CCC(C(=O)NC(C)(C)C)N(C(=O)Cn1nnc(-c2ccccc2F)n1)c1cccc2c1CCCC2 (stereo not drawn)	25%	0%	4%	2%	2%	16%[38.3 µM]	12%

This part in full, from the first entry:
SMILES	HTT cytoprotect	GAA spleen mod	RGS12 GoLoco inh	GAA glycogen	GAA inh	IMPase Li inh	HttQ103 aggreg
COc1nc(NC23CC4CC(CC(C4)C2)C3)nc(OC)n1	-12%	-4%	5%	7%	-5%	-3%[38.3 µM]	-11%
CCC(C(=O)NC(C)(C)C)N(C(=O)Cn1nnc(-c2ccccc2F)n1)c1cccc2c1CCCC2 (stereo not drawn)	25%	0%	4%	2%	2%	16%[38.3 µM]	12%
CCOC(=O)CSc1nnc(CNC(=O)c2cccs2)n1-c1ccccc1	-1%	5%	4%	10%	0%	-18%[38.3 µM]	17%
CC1=Nc2ccccc2N=C(NC(=O)/C=C/C(=O)O)C1c1ccccc1 (stereo not drawn)	6%[10 µM]	3%	-7%	-16%	/	/	?
Cc1sc2ncn(Cc3ccccc3F)c(=O)c2c1C	-19%[10 µM]	12%	16%	-12%	-1%	1%	-8%[9.22 µM]
CC/C(O)=C1\C(=O)CC(C)(C)CC1=NCCc1nc2ccccc2[nH]1	8%	-3%	10%	3%	-1%	8%	-18%
COc1ccccc1CNC(=O)C(C)NS(=O)(=O)c1ccc(Br)cc1 (stereo not drawn)	5%[1.9 µM]	-1%	-6%	2%	?	15%	7%
CC(=O)N1CCN(S(=O)(=O)c2cccc(C(=O)OCC(=O)N3CC(=O)Nc4ccccc43)c2)CC1	-31%[inhibitor]	-5%	7%	4%	-10%	9%	-4%
COc1ccc(NC(=O)Nc2ccc(F)cc2F)c(C)c1	-3%	-1%	-4%	10%	-3%	29%[38.3 µM]	-13%
COc1ccc(C(=O)NC(=S)Nc2ccc(Cc3ccncc3)cc2)cc1	-26%	1%	6%	13%	-8%	10%	-17%
O=c1c2oc3ccccc3c2ncn1Cc1ccccc1Cl	-53%[inhibitor][0.074 µM]	-2%	7%	6%	-4%	-9%[38.3 µM]	-7%
O=C(CSc1nccn1-c1ccccc1)NCc1ccc2c(c1)OCO2	13%	5%	2%	4%	-2%	26%[38.3 µM]	8%[9.22 µM]
CCN(c1ccccc1)S(=O)(=O)c1ccc(OC)c(NC(=O)CNCCc2ccccc2)c1	-33%[10 µM]	3%	-10%	0%	12%	-3%	?
N/C(=N/S(=O)(=O)c1ccccc1)c1cccc([N+](=O)[O-])c1	-5%[10 µM]	-4%	10%	8%	7%	4%	-18%[9.22 µM]
CC1(C)CC(N(Cc2ccccc2)C(=O)Cc2ccccc2)CCO1 (stereo not drawn)	23%[10 µM]	2%	14%	15%	13%	5%	3%[9.22 µM]
N#Cc1c(-c2ccccc2)nc(SCC(=O)N(c2ccccc2)c2ccccc2)[nH]c1=O	7%[10 µM]	0%	15%	-5%	-5%	-18%	7%
CCCCCc1c(C)nc(Nc2ccccc2)[nH]c1=O	3%[10 µM]	2%	-2%	-17%	-5%	10%	?
CCC(c1nnnn1Cc1ccc(OC)cc1)N1CCN(c2ccc(OC)cc2)CC1 (stereo not drawn)	9%[10 µM]	1%	-5%	-19%	-4%	13%	12%[9.22 µM]
O=S(=O)(Nc1ccc(N2CCCCC2)cc1)c1ccc(F)cc1	12%[10 µM]	-9%	-4%	2%	-9%	/	15%[9.22 µM]
COc1ccccc1N1CN(CCc2ccccc2)CNC1=S	23%[10 µM]	-5%	0%	10%	/	/	-11%[9.22 µM]
CCOC(=O)Cc1c(C)nc2cc(-c3ccc(C)cc3)[nH]n2c1=O	-24%	-10%	1%	-3%	5%	6%[38.3 µM]	-11%
CCCCOC(=O)C1Cc2ccccc2C(=O)O1 (stereo not drawn)	-25%	-3%	9%	-15%	-1%	-4%[38.3 µM]	3%
COc1ccc(/C=N/NC(=O)c2ccc(CSc3nc(C)cc(C)n3)cc2)c(OC)c1OC	42%[10 µM]	1%	11%	-3%	-7%	5%	7%
O=[N+]([O-])c1cccc(Cl)c1Cl	7%	-6%	3.2µM*	/	/	-5%	/
COc1cccc(Cn2c(=O)c(C)nc3cnc(N4CCN(C)CC4)nc32)c1	-43%[inhibitor]	-17%	181%[activator]	/	/	18%	/
O=C(CCCN1C(=O)c2cccc3cccc(c23)C1=O)NCc1cccs1	25%[10 µM]	1%	2%	2%	3%	-8%	-10%
Cc1ccsc1/C=N/NC(=O)CN1CCN(S(=O)(=O)c2ccc(Br)cc2)CC1	-10%[10 µM]	-21%	1%	-16%	?	-1%	4%
Cc1c(C(=O)NCc2ccccn2)oc2ccccc12	-32%[0.074 µM]	-5%	10%	1%	-1%	26%[38.3 µM]	5%
CC(C)(C)N1OC2CC1c1nc3ccccc3n1C2 (stereo not drawn)	25%[10 µM]	-3%	2%	-6%	/	/	3%[9.22 µM]
CCN1CCN(c2nc(C)c3c(n2)CCCC3=O)CC1	-4%	-11%	1%	0%	1%	13%[38.3 µM]	3%
O=C(NCCCN=C1NS(=O)(=O)c2ccccc21)c1ccncc1	6%	5%	-4%	4%	-7%	9%[38.3 µM]	2%
CC(=O)Nc1cccc(CNCc2cccc(NC(C)=O)c2)c1	-7%	-5%	-4%	4%	-2%	-10%	12%
CCOC(=O)/C=C1\SCC(=O)N1CC(=O)NCc1cccc(Cl)c1	21%[10 µM]	-11%	30%[activator]	8%	-10%	-3%	-16%
Cc1cc(C(=O)CN2C(=O)NC(c3ccccc3)(c3ccccc3)C2=O)c(C)n1Cc1ccco1	-6%[10 µM]	-1%	42%[activator]	-26%	-8%	-12%[38.3 µM]	?
COc1ccc2c(c1)C(=O)[C@@H](OC(=O)Nc1cc(OC)c(OC)c(OC)c1)[C@H](c1ccc(OC)c(Br)c1)O2	-49%[inhibitor]	5%	4%	/	/	11%	/
CCOc1ccc(CC(=O)NNC(=S)Nc2ccccc2)cc1Br	-2%	-6%	10%	4%	-4%	24%[38.3 µM]	9%
CC(C)(C)NC(=O)CSc1n[nH]c(=O)n1-c1ccccc1	-14%[0.074 µM]	0%	3%	4%	0%	4%[38.3 µM]	-17%
O=c1c(-c2ccc(F)cc2)nc2cnc(Oc3ccccc3)nc2n1Cc1cccs1	?	7%	17%	/	/	1%	/
CCOC(=O)c1c(C)nc2sc3c(=O)n(-c4ccc(OC)cc4)cnc3c2c1-c1ccc(OC)cc1	-45%[inhibitor][10 µM]	-2%	2%	-5%	5%	?	7%
NC(=Nc1ccccc1)NC(=O)c1nc(Cl)c(N)nc1N	-43%[inhibitor]	-2%&-3%&-16%	-4%&-38%&4%	/	/	14%&3%&-24%	/

2 of the compounds above, with two lines to a compound.
Results follow in this order: HTT cytoprotect	GAA spleen mod	RGS12 GoLoco inh	GAA glycogen	GAA inh	IMPase Li inh	HttQ103 aggreg
- CC(C)(C)N1OC2CC1c1nc3ccccc3n1C2 (stereo not drawn)
→ 25%[10 µM]	-3%	2%	-6%	/	/	3%[9.22 µM]
- Cc1cc(C(=O)CN2C(=O)NC(c3ccccc3)(c3ccccc3)C2=O)c(C)n1Cc1ccco1
→ -6%[10 µM]	-1%	42%[activator]	-26%	-8%	-12%[38.3 µM]	?

(continued)
SMILES	HTT cytoprotect	GAA spleen mod	RGS12 GoLoco inh	GAA glycogen	GAA inh	IMPase Li inh	HttQ103 aggreg
CC(=O)NCCNc1nc(-c2ccccc2C(F)(F)F)nc2ccccc12	-15%	8%	3%	/	/	-1%	/
CC(=O)N1CCc2cc(S(=O)(=O)N3CCc4ccccc4C3)ccc21	7%	4%	0%	-1%	-9%	14%[38.3 µM]	-32%
C/C(=N/NC(=O)c1ccc(C)s1)c1cccc(NC(=O)COc2ccc(Cl)cc2Cl)c1	-38%	-9%	6%	11%	6%	0%[38.3 µM]	2%
O=C(CSc1n[nH]c(-c2ccncc2)n1)NCCc1ccccc1	-7%	-2%	-3%	-15%	-1%	22%[38.3 µM]	-4%
CCn1c(Cc2ccccc2)nnc1SCC(=O)N1CCCCC1	-6%[10 µM]	1%	4%	5%	4%	-3%	6%
Cc1nc(N2CCN(c3ccccn3)CC2)c2c(C)c(C(=O)Nc3ccc(F)cc3)sc2n1	-65%[inhibitor]	3%	-7%	-10%	-13%	4%	?
CCOC(=O)Cc1cc(-c2ccc(F)cc2)nc2ccc3ccccc3c12	-5%[10 µM]	2%	-15%	11%	1%	?	?
COc1ccc(NC(=O)N2CCOCC2)cc1OC	-11%	-2%	-6%	-5%	-2%	10%[38.3 µM]	5%
CC(C)NC(=O)NC(=O)COC(=O)CCCSc1nc2ccccc2s1	-64%[inhibitor][10 µM]	-14%	-3%	4%	0%	-11%	?
CCOc1ccccc1N1CC(C(=O)N2CCc3ccccc32)CC1=O (stereo not drawn)	-14%	-4%	6%	10%	-3%	-1%[38.3 µM]	7%

3 of the entries above in order of their number in HttQ103 aggreg, smallest number first:
Structure	HttQ103 aggreg
CC(=O)N1CCc2cc(S(=O)(=O)N3CCc4ccccc4C3)ccc21	-32%
CCOC(=O)/C=C1\SCC(=O)N1CC(=O)NCc1cccc(Cl)c1	-16%
COc1ccc(NC(=O)N2CCOCC2)cc1OC	5%
